TAAR1 agonist: human TAAR1 agonists, primary screen, Fluo-8 calcium fluorescence, CHO RD-HGA16 cells; Trace amine-associated receptor 1 (Homo sapiens), Q96RJ0; vehicle wells 0%, saturating PEA agonist 100%; activation, % at 3 µM; 360,000 compounds, 0.99% hits; AID 624467, 2012;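 active means activation above the mean activation of all test compounds in the run plus 3 SD, cut at about 38% in these data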
Target sequence (Q96RJ0 whole entry, looked up): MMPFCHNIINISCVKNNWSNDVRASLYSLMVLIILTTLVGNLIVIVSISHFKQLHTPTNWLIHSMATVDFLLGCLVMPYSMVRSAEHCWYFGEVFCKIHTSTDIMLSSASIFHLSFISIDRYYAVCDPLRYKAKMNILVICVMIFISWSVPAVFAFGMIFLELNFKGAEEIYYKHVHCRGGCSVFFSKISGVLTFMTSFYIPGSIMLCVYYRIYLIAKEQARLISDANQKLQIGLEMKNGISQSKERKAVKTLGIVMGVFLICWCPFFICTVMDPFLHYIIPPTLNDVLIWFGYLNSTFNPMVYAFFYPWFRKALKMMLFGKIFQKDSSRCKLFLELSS
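Signal – calcium-sensitive Fluo-8 signal, excitation 470-495, emission 515-575 nm · System – RD-HGA16 (CHO) cells co-expressing Gα16 and hTAAR1 · Incubation – 17-24 h seeding, 75 min 37 °C dye, 30 min RT · Compound dosing – 3 µM single concentration · Repeats – no replicates (n 1)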
M4 antag: human M4 muscarinic receptor antagonists, primary screen, CHO cells, Fluo-8 calcium fluorescence | CHO-hM4 cells, ACh EC80 | 360,000 compounds, 0.73% hits | inhibition, % at 3 µM | AID 624125, 2012 | Muscarinic acetylcholine receptor M4 (Homo sapiens), P08173;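 active means inhibition above its plate's cutoff, the mean inhibition of sample wells plus 3 SD, cut at about 27% in these data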;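 further: 0% = acetylcholine EC80 with DMSO and 100% = DMSO without agonist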
M1 antag: human M1 muscarinic receptor antagonists, primary screen, CHO-K1 cells, Fluo-8 calcium fluorescence, 1536-well. Muscarinic acetylcholine receptor M1 (Homo sapiens), P11229. CHO-K1 hM1, ACh EC80 antagonist. inhibition, % at 3 µM. 360,000 compounds, 1.3% hits. AID 588852, 2011;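 active means percent inhibition above its own plate's cutoff, namely the mean of that plate's compound wells plus 3 SD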;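 further: peak over basal fluorescence ratio during 140 s after agonist addition; 0% = ACh EC80 plus DMSO and 100% = DMSO alone without agonist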
Target sequence (P11229 whole entry, looked up): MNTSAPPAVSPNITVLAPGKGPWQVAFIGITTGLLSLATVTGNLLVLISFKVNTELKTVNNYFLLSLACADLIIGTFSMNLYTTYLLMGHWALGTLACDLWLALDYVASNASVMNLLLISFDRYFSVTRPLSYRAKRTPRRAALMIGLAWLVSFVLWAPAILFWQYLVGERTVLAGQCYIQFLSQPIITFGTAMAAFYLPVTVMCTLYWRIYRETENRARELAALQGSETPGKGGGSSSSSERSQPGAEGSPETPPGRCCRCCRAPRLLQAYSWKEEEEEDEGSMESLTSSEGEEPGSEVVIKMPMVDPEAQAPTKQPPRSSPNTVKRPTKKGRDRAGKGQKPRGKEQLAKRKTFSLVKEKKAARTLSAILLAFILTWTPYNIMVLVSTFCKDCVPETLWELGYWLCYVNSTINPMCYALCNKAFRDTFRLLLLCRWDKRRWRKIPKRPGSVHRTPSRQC
CHRM1 agonist: human M1 muscarinic receptor agonists, primary screen, Fluo-8 calcium fluorescence, CHO-K1 cells, HTS; Muscarinic acetylcholine receptor M1 (Homo sapiens), P11229; CHO-K1 hM1, agonist mode; 0% DMSO, 100% acetylcholine EC100; activation, % at 3 µM; 360,000 compounds, 0.33% hits; AID 588814, 2011;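 active means activation above the run's mean compound activation plus 3 SD, cut at about 16% in these data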;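 further: peak over basal fluorescence ratio within a 140 s kinetic read after compound addition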
M4 ag: human M4 muscarinic receptor agonists, primary screen, CHO-K1 cells, Fluo-8 calcium fluorescence; CHO-K1 hM4/Gqi5; vehicle 0%, full acetylcholine response 100%; AID 624127, 2012; activation, % at 3 µM; 360,000 compounds, 0.14% hits;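 active means activation above the run mean over all test wells plus 3 SD, cut at about 32% in these data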;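 further: peak over basal fluorescence ratio per well then scaled between controls; 0% = DMSO wells and 100% = acetylcholine at EC100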
CHRM5 antagonist: human M5 muscarinic receptor antagonists, primary screen, CHO cells, Fluo-8 calcium fluorescence. Muscarinic acetylcholine receptor M5 (Homo sapiens), P08912. CHO-hM5 cells, ACh EC80. inhibition, % at 3 µM. 360,000 compounds, 0.59% hits;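 active means inhibition above a per-plate cutoff, the mean of that plate's test compounds plus 3 SD, cut at about 27% in these data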;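 further: 0% = acetylcholine EC80 with DMSO and 100% = DMSO without agonist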
CHRM5 PAM: human M5 muscarinic receptor positive allosteric modulators, primary screen, CHO-K1 cells, Fluo-8 calcium fluorescence. CHO-K1 hM5, ACh EC20 PAM; 0% = ACh EC20, 100% = ACh EC100. 360,000 compounds, 0.3% hits. activation, % at 3 µM. AID 624038, 2012;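 active means activation above the run cutoff, the mean activation of all test compounds plus 3 SD, cut at about 18% in these data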
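system = human M5 receptor in CHO-K1 cells | reagent = EC20 acetylcholine as agonist stimulus | compound dosing = single-point, 3 µM nominal | incubation = Fluo-8 loading 80 min at 37 °C plus 30 min room temperature | detection = Fluo-8 calcium dye fluorescence, kinetic read | benchmarks = low control EC20 acetylcholine (0%), high control EC100 acetylcholine (100%)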
CHRM5 agonist: human M5 muscarinic receptor agonists, primary screen, CHO-K1 cells, Fluo-8 calcium fluorescence. CHO-K1 hM5 cells; 0% DMSO wells, 100% maximal acetylcholine response. activation, % at 3 µM. 360,000 compounds, 0.19% hits. AID 624037, 2012;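 active means activation above the run's mean over test compounds plus 3 SD, cut at about 23% in these data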;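 further: signal is peak over basal fluorescence ratio across the kinetic read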
CHRM1 PAM: human M1 muscarinic receptor positive allosteric modulators, primary screen, CHO-K1 cells, Fluo-8 calcium fluorescence, 1536-well. 360,000 compounds, 0.088% hits. activation, % at 3 µM. Muscarinic acetylcholine receptor M1 (Homo sapiens), P11229. CHO-K1 hM1, ACh EC20; 0% = ACh EC20, 100% = maximal ACh; in the data active means activation above about 19%, passing the limit was not always enough
Numbers without * were called inactive; . = not tested or not shown.

1) O=C1NC(=O)C2(CCCCCCCCCCC2)N1
2) Brc1ccc(-c2noc3c2-c2nc(C4CCCCC4)sc2CC3)cc1
3) OCC[C@H]1NCc2cc(CO)cc(-c3ccccc3)c21
4) OC1CCN(Cc2cccc(Oc3ccccc3)c2)CC1
5) CC1CCN(C(=S)c2ccc3c(c2)OCO3)CC1
6) CC1CCCN(C(=O)COc2ccc(Nc3ccccc3)cc2)C1 (stereo unspecified)
Compound	1	2	3	4	5	6
TAAR1 agonist	-2	11	3	6	0	0
M4 antag	8	2	-16	5	-1	-15
M1 antag	-5	-10	-7	-8	-14	-8
CHRM1 agonist	0	-3	-4	-6	-6	-4
M4 ag	0	1	-1	2	-2	2
CHRM5 antagonist	17	-2	-8	3	-2	-2
CHRM5 PAM	-6	7	-2	-4	-7	2
CHRM5 agonist	-3	1	-1	-6	-2	-2
CHRM1 PAM	9	13	1	7	12	6

7) O=C(Nc1ccc(C(=O)O)cc1)/C(=C\C=C\c1ccccc1)NC(=O)c1ccc(Br)cc1
8) COC(=O)c1ccc(C2C(C(C)=O)=C(C)Nc3ncnn32)cc1 (stereo unspecified)
9) O=C(c1cn(-c2ccccc2)nc1-c1cccs1)N1CCOCC1
10) Cc1ccc(CNC(=O)CCCC(=O)c2ccccc2)cc1
11) Cc1ccc(CN2CCNC(=O)C2CC(=O)O)cc1 (stereo unspecified)
12) Cn1c2ccccc2c2cnn(CC(=O)Nc3ccc(Cl)cc3)c(=O)c21
Compound	7	8	9	10	11	12
TAAR1 agonist	4	1	5	-2	2	-1
M4 antag	9	-9	-1	-10	5	-1
M1 antag	-1	102*	-7	-18	-6	0
CHRM1 agonist	-5	-11	-2	-3	-2	-5
M4 ag	0	0	4	0	0	0
CHRM5 antagonist	0	4	15	0	0	8
CHRM5 PAM	3	-7	0	5	5	3
CHRM5 agonist	-3	-1	-3	-4	1	1
CHRM1 PAM	-2	-32	6	12	3	-1

13) CCOc1ncccc1C(=O)OCC(=O)Nc1cc(C)ccc1C
14) CCCC(=O)OCCNc1cc(Sc2nc3ccccc3[nH]2)c2nonc2c1[N+](=O)[O-]
15) CN(C)S(=O)(=O)Nc1cc(F)cc(F)c1
16) O=C(NCCN1C(=O)C2C3C=CC(C3)C2C1=O)Nc1ccccc1 (stereo unspecified)
17) CC(=O)OCC(=O)[C@@]1(O)[C@H](C)C[C@H]2[C@@H]3CCC4=CC(=O)C=C[C@]4(C)[C@@]3(F)[C@@H](O)C[C@@]21C
18) Cc1cc(C)cc(NC(=O)N2CCCC2C(=O)Nc2ccc(-n3cnnn3)c(C)c2)c1 (stereo unspecified)
Compound	13	14	15	16	17	18
TAAR1 agonist	11	0	5	1	3	1
M4 antag	-22	55*	-4	-9	-8	-7
M1 antag	7	16	-10	-9	-28	0
CHRM1 agonist	-5	-4	-5	0	-1	-3
M4 ag	0	4	3	2	1	0
CHRM5 antagonist	-4	34*	8	-1	-5	-7
CHRM5 PAM	4	-2	-5	2	2	8
CHRM5 agonist	-3	-4	-2	3	2	1
CHRM1 PAM	-1	-4	4	0	4	9

19) Cc1cc(C)cc(NC(=O)CSc2ccc(-c3ccccn3)nn2)c1
20) O=C1[C@H]2[C@@H]3CCN1CCC[C@@H]2C=C[C@@H]3c1ccc(Br)cc1
21) COc1ccc(-c2ccccc2)cc1NC(=O)C1(C)CCN1C(=O)C(C)C (stereo unspecified)
22) Cc1cccc(Nc2nnc(SCC(=O)N(C)C3CCS(=O)(=O)C3)s2)c1C (stereo unspecified)
23) C=CCNCCCOc1ccc(C(C)(C)c2ccccc2)cc1
24) CC(=O)/C(=N/Nc1cccc(Cl)c1)N1CCOCC1
Compound	19	20	21	22	23	24
TAAR1 agonist	-1	-1	-2	5	61*	11
M4 antag	-17	0	2	2	-5	0
M1 antag	-26	.	8	-8	4	-12
CHRM1 agonist	-4	.	-3	-8	-8	-3
M4 ag	2	2	3	1	4	1
CHRM5 antagonist	2	-13	-7	6	-4	5
CHRM5 PAM	-7	-3	1	-4	1	8
CHRM5 agonist	-3	2	-3	-4	-2	-6
CHRM1 PAM	4	.	-8	6	-4	9

Arranged by number of heavy atoms (high to low): eleven of the compounds above.
7) O=C(Nc1ccc(C(=O)O)cc1)/C(=C\C=C\c1ccccc1)NC(=O)c1ccc(Br)cc1
14) CCCC(=O)OCCNc1cc(Sc2nc3ccccc3[nH]2)c2nonc2c1[N+](=O)[O-]
2) Brc1ccc(-c2noc3c2-c2nc(C4CCCCC4)sc2CC3)cc1
9) O=C(c1cn(-c2ccccc2)nc1-c1cccs1)N1CCOCC1
23) C=CCNCCCOc1ccc(C(C)(C)c2ccccc2)cc1
10) Cc1ccc(CNC(=O)CCCC(=O)c2ccccc2)cc1
20) O=C1[C@H]2[C@@H]3CCN1CCC[C@@H]2C=C[C@@H]3c1ccc(Br)cc1
3) OCC[C@H]1NCc2cc(CO)cc(-c3ccccc3)c21
Compound	7	14	2	9	23	10	20	3
TAAR1 agonist	4	0	11	5	61*	-2	-1	3
M4 antag	9	55*	2	-1	-5	-10	0	-16
M1 antag	-1	16	-10	-7	4	-18	.	-7
CHRM1 agonist	-5	-4	-3	-2	-8	-3	.	-4
M4 ag	0	4	1	4	4	0	2	-1
CHRM5 antagonist	0	34*	-2	15	-4	0	-13	-8
CHRM5 PAM	3	-2	7	0	1	5	-3	-2
CHRM5 agonist	-3	-4	1	-3	-2	-4	2	-1
CHRM1 PAM	-2	-4	13	6	-4	12	.	1

11) Cc1ccc(CN2CCNC(=O)C2CC(=O)O)cc1 (stereo unspecified)
5) CC1CCN(C(=S)c2ccc3c(c2)OCO3)CC1
15) CN(C)S(=O)(=O)Nc1cc(F)cc(F)c1
Compound	11	5	15
TAAR1 agonist	2	0	5
M4 antag	5	-1	-4
M1 antag	-6	-14	-10
CHRM1 agonist	-2	-6	-5
M4 ag	0	-2	3
CHRM5 antagonist	0	-2	8
CHRM5 PAM	5	-7	-5
CHRM5 agonist	1	-2	-2
CHRM1 PAM	3	12	4

Continued.
25) CCCCOc1ccc(C(=O)NCc2ccccn2)cc1
26) CC(=O)N1CCC(=NNC(=O)c2cc3ccccc3cc2O)CC1
27) Cc1nn(CC(=O)NCCCc2ccccc2)c(=O)c2cc3occc3n12
28) COc1ccc(COC(=O)c2ccc(S(=O)(=O)N3CCC(C)CC3)cc2)cc1
29) O=c1c2ccccc2cnn1Cc1ccc(Br)cc1F
30) COc1ccc2nc(NC(=O)c3cnccn3)sc2c1
Compound	25	26	27	28	29	30
TAAR1 agonist	0	2	-2	-1	6	4
M4 antag	7	9	-23	0	-1	0
M1 antag	0	-13	-7	-5	6	0
CHRM1 agonist	-6	0	-4	-1	-3	-3
M4 ag	0	3	0	0	0	2
CHRM5 antagonist	4	12	-9	1	0	-6
CHRM5 PAM	1	-3	7	0	-2	0
CHRM5 agonist	-3	-2	-3	-2	-4	6
CHRM1 PAM	1	2	8	7	7	2

31) CCOC(=O)c1coc(C(=O)OCC)c1C(=O)OCC
32) C/C(=N\NC(=O)c1ccccc1-n1cccc1)C1CC1
33) Nc1cccnc1Sc1cc(Cl)c(Cl)cc1Cl
34) O=C(N/N=C/c1ccccc1)c1ccc(N2CCOCC2)c([N+](=O)[O-])c1
35) CCNC(=S)N1CCc2cc(OC)c(OC)cc2C1COc1ccc(OC)cc1 (stereo unspecified)
36) COc1cc(NC(=O)C2C3C=CC(C3)C2C(=O)O)c(OC)cc1Cl (stereo unspecified)
Compound	31	32	33	34	35	36
TAAR1 agonist	2	3	0	0	1	0
M4 antag	-8	-8	1	3	2	3
M1 antag	-2	-4	-1	3	0	-13
CHRM1 agonist	-4	-6	-5	-5	-1	-1
M4 ag	1	1	-3	2	2	1
CHRM5 antagonist	24	0	-4	-1	-5	-7
CHRM5 PAM	-7	-2	0	4	-2	4
CHRM5 agonist	-2	0	-8	-2	-2	0
CHRM1 PAM	2	5	3	1	2	0

37) COc1ccc2nc(N3CCCC(C(=O)NCCCN4C(C)CCCC4C)C3)sc2c1 (stereo unspecified)
38) Cc1cc(C)cc(NC2=CC(=O)CC(c3ccco3)C2)c1 (stereo unspecified)
39) CCc1nc2cccnc2n1-c1ccc(CC(=O)NC(C)CC)cc1 (stereo unspecified)
40) O=C1CCCN1Cc1ccccc1
41) COc1cccc(OC)c1C(=O)Nc1ccc(Br)c(C(=O)c2ccccc2)c1
42) COCCN1C(=O)N(c2cccc(OC)c2)C(=O)C1CC(=O)Nc1cccc(F)c1 (stereo unspecified)
Compound	37	38	39	40	41	42
TAAR1 agonist	1	7	6	1	-1	4
M4 antag	-4	1	2	6	10	0
M1 antag	-3	-6	-4	-24	33	-14
CHRM1 agonist	-14	-4	-1	-2	-3	-1
M4 ag	0	0	1	1	8	2
CHRM5 antagonist	-1	-2	15	-1	19	3
CHRM5 PAM	6	3	-9	-2	-13	-5
CHRM5 agonist	-8	-2	-1	2	-3	2
CHRM1 PAM	1	5	1	5	-12	10

43) CCCOC(=S)Nc1ccccc1
44) N#Cc1c2ccc(OCC(N)=O)cc2n2ccccc12
45) COc1ccc(C(C(=O)NCC2CCCO2)N(C(=O)CNC(=O)c2ccco2)c2ccccc2)cc1OC (stereo unspecified)
46) O=C1CC(N2CCN(c3ccccn3)CC2)C(=O)N1c1ccc(F)cc1 (stereo unspecified)
47) Cn1c(=O)oc2cc(S(=O)(=O)Nc3ccc4c(c3)OCCO4)ccc21
48) COc1ccc(NC(=O)C(NS(=O)(=O)c2cccs2)C(C)C)cc1Cl (stereo unspecified)
49) FC(F)(Cl)c1nnc2ccc(Cl)nn12
Compound	43	44	45	46	47	48	49
TAAR1 agonist	15	-1	-1	5	5	6	2
M4 antag	-6	1	-10	-8	5	5	-3
M1 antag	-4	-1	-1	5	0	-8	-6
CHRM1 agonist	-4	-3	-2	-8	-1	-5	-5
M4 ag	-1	1	1	1	8	0	0
CHRM5 antagonist	3	9	-3	5	5	4	7
CHRM5 PAM	-3	-2	-2	-2	-4	3	0
CHRM5 agonist	-4	0	0	-1	2	-2	-3
CHRM1 PAM	5	4	2	2	-2	8	7

Some of the compounds tested. The share of hits here may be higher or lower than overall.
